# Screens as filed in PubChem BioAssay.
# Large T inhibition: SV40 large T antigen inhibitors, biochemical (AID 1903); inhibition, % at 20 µM, or IC50 in µM where a hit was titrated; SV40 large T antigen ATPase/helicase inhibition assay; higher % means a stronger effect; 310,000 tested, 0.39% active; in the data active = a potency from the dose series; inconclusive = inhibition mostly from about 32% at the one dose, without a potency; inactive = the rest, 99 in 100 with inhibition below about 32%; note: strong numbers were not always called active
# GPR55 LPI antagonism: GPR55 antagonists blocking LPI-driven arrestin recruitment, primary screen, imaging, U2OS, beta-arrestin-GFP, LPI agonist (AID 2013); U2OS GPR55 beta-arrestin-GFP translocation imaging, LPI antagonism; higher % means a stronger effect; 290,000 tested, 0.13% active; inhibition, % at 10 µM; hits with a dose series show IC50 in µM;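 active = spots per cell inhibited over 60%, with over 100 cells counted and total cytoplasm intensity under 500,000; inconclusive = wells with under 100 cells, flagged as likely toxic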;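 note: U2OS cells stably carrying GPR55 and arrestin-GFP stimulated by 5 µM LPI near EC80; imaged beta-arrestin-GFP aggregate spots per cell after agonist stimulation; plate controls were LPI-stimulated DMSO wells for no effect and DMSO wells without LPI for full effect; some results filed as inactive read as strong as hits; confirmed hits need IC50 under 10 µM and bright autofluorescent wells are also inconclusive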
# RSV CPE inhibition: inhibition of RSV-induced cytopathic effect – HEp-2 cells, primary 10 µM value included (AID 2391). HEp-2 cells, RSV-induced CPE inhibition; higher % means a stronger effect. CPE inhibition, % at 10 µM; hits with a dose series show IC50 in µM. 310,000 tested, 0.13% active; in the data active = a potency from the dose series; inconclusive = CPE inhibition mostly from about 23% at the one dose, without a potency; inactive = the rest, 99 in 100 with CPE inhibition below about 21%; note: strong numbers were not always called active
# NS5 inhibitors: flavivirus cap methylation enzyme inhibition – biochemical, confirmation dose response, primary screen (AID 588689); Dengue-2 NS5 methyltransferase capping enzyme assay, biochemical; higher % means a stronger effect; inhibition, % at 25 µM, or IC50 in µM where a hit was titrated; 340,000 tested, 0.3% active; in the data active = a potency from the dose series; inconclusive = inhibition above about 29% without an active follow-up result
# PhoP inhibition: inhibitors of PhoP regulon expression, primary screen, Salmonella Typhimurium, GFP reporter (AID 1863). inhibition, % at 50 µM; hits with a dose series show IC50 in µM. S. Typhimurium PhoP-regulated promoter GFP reporter, 4 h; higher % means a stronger effect. 300,000 tested, 0.16% active;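 active = inhibition over 29.93%, a cutoff 3 SD above the screen mean, later confirmed by dose response; inconclusive = inhibition over 29.93% but no dose response follow-up; inactive = inhibition at most 29.93% or unconfirmed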;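 note: 0% = low Mg2+ inducing control and 100% = high Mg2+ repressing control; strong numbers were not always called active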
# HIV fusion peptide: inhibitors of HIV fusion peptide binding, primary screen, biochemical, uHTS, fluorescence dequenching (AID 1986); inhibition, % at 20 µM, or IC50 in µM where a hit was titrated; cell-free peptide binding, fluorescence dequenching, 30 min; higher % means a stronger effect; 290,000 tested, 0.3% active; in the data active = inhibition mostly above about 52%, no sharp cut-off; inactive = mostly below about 76%; note: some results filed as inactive read as strong as hits
# MgcRacGAP inhibition: MgcRacGAP GTPase-activating activity inhibitors, confirmation, biochemical, ADP Hunter fluorescence; MgcRacGAP-stimulated Rac1 GTP hydrolysis, ADP Hunter fluorescence; higher % means a stronger effect; GST-tagged Rac1 F28L mutant substrate; inhibition, % at 30 µM; hits with a dose series show IC50 in µM; AID 624330; 340,000 tested, 0.6% active;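 active = first-screen hits whose inhibition reached a set limit at any dose in the follow-up dose series; inconclusive = inhibition above the set first-screen limit but never retested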;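 note: fluorescence reports GDP produced by GAP-driven GTP hydrolysis; strong numbers were not always called active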
# GPR35 arrestin U2OS: GPR35 antagonists blocking zaprinast-driven arrestin recruitment, primary screen, imaging, U2OS, beta-arrestin-GFP, zaprinast agonist (AID 2058); U2OS GPR35 beta-arrestin-GFP translocation imaging, zaprinast antagonism; higher % means a stronger effect; one-dose inhibition, % at 10 µM; IC50 in µM for titrated hits; 290,000 tested, 0.052% active;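 active = inhibition of at least 50% with at least 30 cells and total cytoplasm GFP at most 10,000,000; inconclusive = under 30 cells or total GFP of 10,000,000 plus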
# UTI89 phage lysis: inhibition of K1F phage lysis, E. coli UTI89, bacterial capsule biogenesis inhibitors, alamar blue (AID 488966); E. coli UTI89 K1F phage lysis, alamar blue, 2 h; higher % means a stronger effect; inhibition, % at 100 µM; hits with a dose series show IC50 in µM; 340,000 tested, 0.02% active;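 active = phage lysis inhibition, versus mean bacterial control, above a set limit; inconclusive = no clear call, values can overlap the other calls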;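 note: capsule biogenesis inhibitors block K1F phage lysis so surviving cells raise fluorescence; higher fluorescence means more inhibition of phage lysis; actives were called in the ten point dose series up to 300 µM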
# The depositor's hits bear a star; ? = inconclusive; / = no result given; & = joins results of further samples; [ ] = remark or other dose.
SMILES,Large T inhibition,GPR55 LPI antagonism,RSV CPE inhibition,NS5 inhibitors,PhoP inhibition,HIV fusion peptide,MgcRacGAP inhibition,GPR35 arrestin U2OS,UTI89 phage lysis
Cc1ccc(C2(C)NC(=O)N(CC(=O)NCc3ccccc3Cl)C2=O)cc1 (configuration not stated),5%,0%,1.0%,3%,5%,1.4%,7%,-14%,0.0%
COc1cc(C(C)=O)ccc1OC(=O)C(C)N1C(=O)c2ccccc2C1=O (configuration not stated),?,-4%,1.0%,-2%,2%,-0.8%,16%,1%,0.2%
Cc1ccc(-c2noc(=O)n2CC(=O)c2ccc(Cl)cc2)cc1,11%,6%,5.7%,-11%,2%,0.4%,4%,19%,0.1%
CC(C)C(=O)Nc1c2c(nc3c1CCC3)CCCC2,8%,5%,-1.0%,-7%,1%,1.7%,11%,-6%,1.2%
CC(C)C(=O)OCc1cn(-c2ccc(Cl)c(Cl)c2)nn1,-3%,3%,-1.5%,-2%,-4%,-0.6%,-1%,0%,-0.3%
Nn1c(SCC(=O)NC2CCCC2)nnc1-c1ccccc1F,4%,18%,2.0%,1%,1%,-1.3%,4%,4%,0.3%
COc1ccc(-c2nc(=S)c3c([nH]2)Oc2ccc(C)cc2C3)cc1O,13%,-4%,3.0%,10%,20%,17%,3%,/,0.8%[50 µM]
Cc1cc(C)nc(NC(=O)CSc2nn(C)c(=S)s2)n1,10%,-10%,0.3%,2%,8%,-0.3%,10%,2%,-0.5%
CC1CN(S(=O)(=O)c2ccc(CN3C(=O)c4cccnc4C3=O)cc2)c2ccccc2O1 (configuration not stated),10%,2%,3.5%,-4%,14%,-1.4%,4%,-8%,1.7%
COc1ccc(/C=N/NC(=O)c2cc(O)c(O)c(O)c2)cc1Cn1cc([N+](=O)[O-])cn1,0.99µM*,-3%,/,5%,3%,22%,-75%,-13%,2.1%
CC(=O)Nc1ccc(S(=O)(=O)NNC(=O)c2sc(=S)n(C)c2C)cc1,0%,8%,2.0%,-10%,4%,-0.4%,10%,-10%,1.6%[50 µM]
CC1CCN(c2ccc3c(c2)S(=O)(=O)c2cccc(C(=O)NC4CCCCC4)c2C3=O)CC1,/,/,-0.8%,16%,/,/,4%,/,-1.2%
COc1ccc(C(=O)NCC(=O)OCC(=O)NC(=O)c2ccc(C(C)(C)C)cc2)cc1OC,/,/,0.4%,-1%,/,/,4%,/,0.3%
O=[N+]([O-])c1ccc2c(c1)N([O-])C1(CCCCC1)[N+]2=O,/,-3%,/,/,-5%,7.5%,/,9%,/
O=C(Cc1cccc2ccccc12)N/N=C/C=C/c1cccc([N+](=O)[O-])c1,-2%,-9%,5.4%,2%,6%,-0.6%,5%,3%,1.1%[50 µM]
COc1cccc(NC(=O)NCc2ccccc2F)c1,10%,0%,2.1%,-7%,-7%,-0.7%,6%,22%,0.2%
COC(=O)c1ccccc1NC(=O)CSc1nnc(-c2ccncc2)o1,3%,-1%,0.3%,1%,10%,-3.5%,15%,13%,0.1%
Cn1cc(Br)c(-c2cccc(NC(=O)CCCC(=O)O)c2)n1,12%,-2%,3.0%,-2%,-1%,-0.8%,10%,10%,0.7%
CC[C@@]1(O)C(=O)OCc2c1cc1n(c2=O)Cc2cc3c(CN(C)C)c(O)ccc3nc2-1,12%,/,-2.5%,-1%,-52%,/,6%,/,0.6%
CCN1CCN(C(=O)CN(C)S(=O)(=O)c2ccc3ccccc3c2)CC1,6%,-4%,-1.4%,-9%,-1%,-0.5%,7%,18%,-0.7%
Cc1ccccc1NC(NC(=O)c1cccs1)C(Cl)(Cl)Cl (configuration not stated),6%,17%,-1.6%,6%,8%,2.2%,10%,7%,1.2%
O=C(COc1ccccc1Br)NCCc1nc2ccccc2[nH]1,5%,5%,1.0%,-4%,0%,-1.4%,9%,-11%,1.1%[50 µM]
C/C(=C\C(=O)c1ccc(Cl)cc1)NCc1ccc2c(c1)OCO2,5%,7%,0.7%,4%,10%,3.8%,10%,0%,2.0%
Cc1ccccc1CN1C2=NCCCN2c2ccccc21,28%,-9%,2.2%,-3%,-6%,0.6%,11%,-7%,0.2%
Cc1cc2ccc(C)c(C)c2nc1SCC#N,6%,-11%,4.0%,7%,3%,-6.1%,-3%,17%,0.1%
CCOc1ccc(C(=O)OCC(=O)NCCNC(=O)COC(=O)c2ccc(OCC)cc2)cc1,15%,10%,4.8%,-3%,2%,1.8%,0%,-5%,1.9%[50 µM]
Cc1cc([N+](=O)[O-])nn1CCCC(=O)Nc1cccc(Cl)c1Cl,12%,-4%,1.0%,-4%,15%,0.3%,8%,6%,0.4%
COc1ccc(CCN(C(=O)C(F)(F)F)C(C(=O)NC2CCCCC2)c2cccs2)cc1 (configuration not stated),-1%,20%,5.8%,-2%,5%,3.8%,15%,3%,-0.1%
CCOc1cc(C(N)=O)cc(Cl)c1OCc1ccccc1,4%,1%,?,0%,2%,0.1%,5%,2%,-0.1%
Cc1ccc(S(=O)(=O)N2CCN(S(=O)(=O)c3ccccc3)C2)cc1,6%,2%,/,-5%,14%,-1.6%,-12%,1%,-2.0%
COC(=O)[C@H](CC(C)C)NC(=O)N1CCCCC1C (some centres not stated),10%,12%,/,5%,-2%,-0.6%,3%,1%,0.7%
Cc1ccc(N(C)C(=O)C2CCN(S(=O)(=O)c3ccc4c(c3)oc(=O)n4C)CC2)cc1,32%,0%,0.5%,-8%,2%,-1.4%,7%,5%,0.0%
Cc1cn2c(=O)c(C(=O)N3CCN(c4ccccc4)CC3)cnc2s1,2%,/,-1.4%,0%,4%,/,3%,/,0.6%[50 µM]
Cc1cccc(NC(=O)Nc2ccc(OCc3ccccc3)cc2)n1,3%,3%,0.7%,-6%,-5%,0.3%,8%,5%,0.3%
Cc1cccc(N(CC(=O)NCCC2=CCCCC2)S(C)(=O)=O)c1C,0%,0%,-0.5%,-6%,8%,-1.4%,-7%,-6%,-0.6%
Cc1ccc(-c2csc3nc(C)n(-n4cccc4)c(=O)c23)o1,14%,-1%,-0.8%,2%,-3%,0.9%,11%,4%,-0.3%
O=c1oc(-c2cccs2)nc2sc3c(c12)CCCC3,7%,8%,0.5%,-3%,-7%,-0.3%,-7%,5%,0.1%
CCCOC(=O)Cn1cnc2scc(-c3ccc(C)cc3)c2c1=O,15%,6%,0.4%,4%,-5%,2.0%,6%,-3%,-0.3%
O=C(Cc1ccccc1)NNC(=O)Nc1cccc(Cl)c1,2%,3%,2.2%,-4%,-10%,2.7%,1%,18%,-1.6%
COc1ccc(CN2CCN(C(=O)CC(C)C)CC2)c2ccccc12,1%,-9%,1.6%,-8%,-7%,0.9%,10%,3%,-0.2%
Cc1cc(NS(=O)(=O)Cc2ccccc2)no1,3%,2%,0.6%,-5%,-4%,0.1%,2%,11%,0.3%
CCCCC(CC)CNC(=O)CN1C(=O)NC2(CCc3ccccc32)C1=O (configuration not stated),4%,-5%,2.4%,-2%,4%,-0.5%,2%,10%,0.0%
COc1cc(C(=O)NC(=S)Nc2ccccc2N2CCCC2)cc(OC)c1OC,17%,-10%,3.7%,14%,-5%,-1.5%,2%,6%,0.1%
COc1ccc(C(=O)NNC(=O)CCC(=O)Nc2cc(C)on2)cc1,0%,-5%,2.0%,-1%,2%,1.9%,-1%,-5%,-1.1%
CCOc1ccc(S(=O)(=O)NCCC2=CCCCC2)c2ccccc12,20%,5%,13%,-1%,4%,4.1%,4%,9%,0.1%
COc1ccc(/C=C2\CCCC3C2=NN(C(=O)CSc2n[nH]c(N)n2)C3c2ccc(OC)cc2)cc1 (configuration not stated),5%,28%,6.8%,4%,5%,-2.4%,8%,-10%,0.1%
O=C(O)c1ccc(N2C(=O)/C(=C\c3ccccc3)N=C2c2ccccc2)cc1,23%,10%,9.8%,17%,/,6.6%,11%,-7%,0.1%
O=C(Nc1ccc(Cl)cc1N1CCOCC1)C1CCCCC1,-1%,1%,1.4%,-2%,6%,-0.9%,5%,-1%,-0.1%
CCOC(=O)c1ccc2c(c1)C1C=CCC1C(C(=O)O)N2 (configuration not stated),14µM*,0%,11%,/,-14%,66%,/,2%,/
CCOc1ccc(-n2c(C)nnc2SCC(=O)N(CC)CC)cc1,14%,4%,-0.2%,-8%,1%,-0.6%,8%,-11%,-4.3%
CC(=O)OCC(=O)[C@@]1(OC(C)=O)[C@@H](C)C[C@H]2[C@@H]3C[C@H](F)C4=CC(=O)C=C[C@]4(C)[C@@]3(F)[C@@H](O)C[C@@]21C,7%&22%,4%,-2.3%,-4%,2%&-5%,2.3%,-1%,-5%,3.1%
COc1cc(/C=N/NC(=O)CN(Cc2ccco2)S(=O)(=O)c2ccccc2)ccc1O,?,7%,2.3%,0%,12%,-0.2%,40µM*,2%,1.8%[50 µM]
C=CCn1c(O)c(CN2CCCCC2)c(C)c(C#N)c1=O,8%,-15%,1.3%,21%,-8%,32%,7%,-8%,0.3%
N#Cc1nc(-c2ccco2)oc1NCCN1CCOCC1,7%,15%,1.6%,-2%,4%,-1.9%,10%,-10%,-0.3%
CC(CC(=O)N1CCN(c2ccccc2)CC1)c1ccccc1 (configuration not stated),-17%,8%,2.2%,-4%,-7%,0.2%,2%,-8%,8.1%
O=C(COC(=O)c1n[nH]c2ccccc12)NC(=O)NC1CCCCC1,2%,-8%,0.9%,0%,5%,-1.0%,6%,2%,1.9%
COc1ccc(-c2ccc([C@H]3[C@H]4C=CC[C@@H](C)[C@@H]4C(=O)N3Cc3ccccc3)c(F)c2)cc1OC,14%,26%,-2.0%,-1%,2%,0.8%,0%,-8%,-0.7%
Cc1ccc(NC(=O)C[n+]2cc(-c3ccc(C)cc3)n3c2CCC3)cc1,10%,0%,1.1%,2%,-10%,0.7%,7%,-5%,1.1%
CCOC(=O)c1cc(NC(=O)N(C)C2CCCCC2)c(C)nc1C,-6%,-4%,0.7%,-5%,7%,0.1%,8%,-3%,0.0%
CC1(C)CC(C(CC(=O)Nc2nccs2)c2ccccc2)CCO1 (configuration not stated),8%,-1%,0.3%,-3%,-14%,2.7%,5%,26%,-0.2%
